# Bfl-1 displacement – Bfl-1 inhibitors, primary screen, biochemical, fluorescence polarization, FITC-Bid, mouse (AID 432); FITC-Bid BH3 peptide fluorescence polarization displacement; higher % means a stronger effect; one-dose displacement, % at 20 µM; IC50 in µM for titrated hits; 64,000 tested, 0.02% active; in the data active = a potency from the dose series; inactive = the rest, 99 in 100 with displacement below about 15%; also: strong numbers were not always called active
# Spn MK inh – inhibitors of Streptococcus pneumoniae mevalonate kinase; 65,000 tested, 0.48% active; AID 555; purified MK, PK/LDH-coupled NADH absorbance 340 nm; inhibition, % at 10 µM;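 active = ranked among the strongest by inhibition in the single 10 µM screen, a fixed top-ranked set picked for dose follow-up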; also: no value below 0 was filed
# LYP inhibition – LYP phosphatase inhibitors, primary screen, biochemical, DiFMUP fluorescence, recombinant catalytic domain, 10 µM (AID 606); recombinant LYP catalytic domain, DiFMUP fluorescence; higher % means a stronger effect; inhibition, % at 10 µM, or IC50 in µM where a hit was titrated; 52,000 tested, under 10 active;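 active = IC50 under 40 µM in the dose-response test; inactive = IC50 of 40 µM or more, or never dose-tested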
# HPDE-C7 cytotoxicity – HPDE-C7 pancreatic duct cell viability loss – fluorescence, HTS (AID 430) | HPDE-C7 pancreatic duct cells viability, fluorescence; higher % means a stronger effect | 63,000 tested, 1.8% active | cytotoxicity, % at 10 µM, or EC50 in µM where a hit was titrated;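 also: cells exposed to compound for 48 hours before viability readout; 0% = vehicle and 100% = reference cytotoxic drug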
# KRASV12 cytotoxicity – cytotoxicity in KRAS-transformed pancreatic duct cells, primary screen, cell-based, fluorescence, HTS (AID 431). HPDE-C7K KRASV12 cells, Alamar Blue viability, 48 h; higher % means a stronger effect. cytotoxicity, % at 10 µM; hits with a dose series show EC50 in µM. 63,000 tested, 1.7% active;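 active = compounds whose percent cytotoxicity in the single-dose primary screen, scaled between solvent and toxic-drug controls, exceeds 50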;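 also: 0% = DMSO solvent wells and 100% = doxorubicin-treated wells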
# Spn PMK inh – blocks S. pneumoniae phosphomevalonate kinase. 65,000 tested, 0.49% active. inhibition, % at 10 µM. purified PMK, PK/LDH-coupled NADH absorbance 340 nm;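 active = top-ranked compounds by inhibition in the single 10 µM screen, taking a fixed number of the strongest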;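 also: 0% = full reaction with DMSO carrier and 100% = background rate without enzyme reaction; no value below 0 was filed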
# HT1080 cytotoxicity – HT1080 cell viability loss – fluorescence readout (AID 620). HT1080 viability, fluorescence; higher % means a stronger effect. cytotoxicity, % at 10 µM, or EC50 in µM where a hit was titrated. 87,000 tested, 0.42% active;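 also: cells exposed to compound overnight then 4 h with Alamar Blue; 0% = vehicle DMSO and 100% = killing control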
# Spn DPM-DC inh – blocks S. pneumoniae diphosphomevalonate decarboxylase; purified DPM-DC, PK/LDH coupled NADH fluorescence; calls only at 10 µM; 65,000 tested, 0.49% active; AID 556;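 active = the 320 compounds with the highest percent inhibition in the single-dose primary screen, excluding strongly autofluorescent ones, cut at about 32% in these data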;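 also: kinetic rate of NADH fluorescence loss reporting ADP formed by the decarboxylase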
# Alkaline phosphatase – inhibition of tissue-nonspecific alkaline phosphatase – biochemical, luminescent (AID 518) | purified TNAP enzyme, luminescent substrate readout; higher % means a stronger effect | inhibition, % at 20 µM, or IC50 in µM where a hit was titrated | 64,000 tested, 0.09% active; in the data active = a potency from the dose series; inactive = the rest, 99 in 100 with inhibition below about 22%;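 also: plate controls were vehicle for no effect and reference inhibitor for full effect; many of its hits are not listed in these tables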
# Spn PMK inh pilot replicates – recorded beside Spn PMK inh, whose call it bears; inhibition, %; measured here: pilot screen replicates
# Spn MK inh pilot replicates – also measured in Spn MK inh; calls as there; inhibition, %; measured here: pilot screen replicates
# Spn DPM-DC inh pilot screen % – recorded beside Spn DPM-DC inh, whose call it bears; inhibition, %; measured here: pilot screen trials
# Numbers without * were called inactive; i = inactive; · = no result given. Rule as the data show it, unless noted: active = cytotoxicity above about 50%; inactive = the rest.
SMILES,Bfl-1 displacement,Spn MK inh,LYP inhibition,HPDE-C7 cytotoxicity,KRASV12 cytotoxicity,Spn PMK inh,HT1080 cytotoxicity,Spn DPM-DC inh,Alkaline phosphatase,others
COc1cccc(C2=NOC(C(=O)N3CCc4ccccc4C3)C2)c1 (centres undefined),-6%,4,13%,-7%,-2%,8,-5%,i,13%,Spn PMK inh pilot replicates=3.0;Spn MK inh pilot replicates=0.0;Spn DPM-DC inh pilot screen %=5.0
CCN(C(=O)CSc1nc2nc(C)cc(C)n2n1)c1ccccc1,2%,0,·,-4%,-10%,10,-2%,i,7%,
Cn1c(=O)n(CC(=O)NC2CCCCC2)c(=O)c2ccccc21,-8%,0,5%,-12%,-4%,13,-11%,i,2%,
Cc1ccc2c(c1)NC(=O)C(CC(=O)NCCCN1CCCCC1C)O2 (centres undefined),-2%,12,2%,-9%,9%,2,-7%,i,6%,
COCCNc1cc(C)nc2c(-c3ccccc3OC)c(C)nn12,-6%,7,1%,-9%,-5%,13,-6%,i,8%,
CCCOc1ccc(CSc2nnc(CCC)n2N)cc1,5%,10,·,-14%,-9%,4,-3%,i,10%,
C=CCn1c(CSc2nc3ccccc3s2)nnc1SCC(=O)OCC,4%,4,15%,-3%,7%,13,-3%,i,5%,
C=CCN(CC=C)c1nc2ccccc2nc1C(C#N)C(=O)OCCOC (centres undefined),0%,5,·,2%,8%,7,-8%,i,21%,
COC(=O)C1=C(N)Oc2cc(C)n(CC3CCCO3)c(=O)c2C1c1ccc(Cl)cc1 (centres undefined),-2%,4,7%,-3%,-12%,18,-7%,i,8%,
COc1cccc2cc(C(=O)N3CCC(C)CC3)c(=O)oc12,0%,5,2%,37%,32%,5,16%,i,-4%,
O=C(Nc1c(C(=O)N2CCOCC2)cnn1-c1ccccc1Cl)c1ccco1,-5%,10,4%,-4%,3%,2,-4%,i,5%,
Cc1ccc(Cn2nnc(C(=O)Nc3cc(C)ccc3C)c2N)cc1,·,4,·,·,·,10,8%,i,·,
COc1ccc2c(c1)c(C(=O)CN1CCOCC1)c(C)n2C,2%,0,-6%,6%,22%,6,7%,i,11%,
CC(=O)N1C(=O)C2(C(C#N)=C(N)Oc3cc(C)oc(=O)c32)c2ccccc21 (centres undefined),-1%,6,9%,-2%,0%,0,4%,i,12%,Spn PMK inh pilot replicates=0.0;Spn MK inh pilot replicates=8.0;Spn DPM-DC inh pilot screen %=0.0
COC(=O)CSc1nnc2n(-c3ccc(OC)cc3)c(=O)c3c4c(sc3n12)CCCCC4,-3%,0,-4%,10%,23%,8,6%,i,10%,
C=CCn1c(N)cc(=O)nc1SCC(=O)NC(C)c1ccccc1 (centres undefined),4%,5,9%,0%,8%,0,-4%,i,8%,
O=C(CN1CCCCCC1=O)OCc1ncc(-c2ccccc2)o1,-3%,0,12%,2%,9%,19,-3%,i,5%,
CCOC(=O)c1c(C)[nH]c(C(=O)COC(=O)c2oc3ccc(OC)cc3c2C)c1C,-4%,6,14%,4%,-3%,9,-1%,i,5%,
CCN(CC)S(=O)(=O)c1ccc(C(=O)Nc2c3c(nn2C(C)(C)C)CS(=O)(=O)C3)cc1,-5%,3,-1%,0%,-13%,11,6%,i,5%,
CCOc1ccc(N2C(=O)NC(Cc3c[nH]c4ccccc34)C2=O)cc1 (centres undefined),0%,0,0%,8%,4%,0,2%,i,14%,
COc1ccc(NC(=O)CSc2nnc(Cc3cccn3C)n2-c2ccc(F)cc2)cc1OC,2%,8,8%,23%,32%,2,8%,i,16%,Spn PMK inh pilot replicates=4.5;Spn MK inh pilot replicates=1.5;Spn DPM-DC inh pilot screen %=2.0
O=C(O)C1C2CCC(C2)C1C(=O)Nc1cc(F)ccc1F (centres undefined),-10%,5,10%,0%,3%,0,-4%,i,2%,
COc1ccccc1OCCCn1c(=O)oc2ccc(C)cc21,2%,4,·,3%,3%,16,29%,i,16%,
COc1ccc(N(C)C(=O)Nc2ccc3c(c2)nnn3C)cc1,-6%,8,12%,-18%,-22%,3,·,i,-8%,
CCN(CC)C(=O)C(C)N(C#N)c1nc(SC)nc(N(C)C)n1 (centres undefined),2%,8,4%,-4%,-2%,0,0%,i,3%,
Cc1cc(C)n2c3c(c(C#N)c2n1)CCCC3,6%,11,12%,-17%,-11%,1,5%,i,4%,
COc1ccc(C(CNC(=O)COc2ccccc2C#N)N2CCOCC2)cc1 (centres undefined),-5%,0,-16%,-19%,-4%,20,-5%,i,13%,
CC1CCCCC1NS(=O)(=O)c1ccc(-n2cnnn2)cc1 (centres undefined),-1%,7,4%,-10%,-15%,2,-7%,i,5%,
CCn1c(SCC(=O)Nc2nc(C)c(C)s2)nnc1-c1cccnc1,-15%,12,5%,-5%,4%,1,12%,i,9%,
CCCNC(=O)Cn1cccc1C(=O)c1ccccc1,-11%,0,15%,-8%,0%,10,17%,i,9%,
COc1cc(NC(=O)c2ccco2)c(OC)cc1NC(=O)Nc1cccc(Cl)c1,2%,8,10%,-12%,-11%,1,5%,i,0%,
CCOc1ccc2nc(NC(=O)C3CCCN(S(=O)(=O)c4cccs4)C3)sc2c1 (centres undefined),-7%,0,-4%,37%,33%,3,8%,i,10%,
Cc1ccc(Cl)cc1N1CCN(C(=O)C2CCC(=O)N2C(C)C)CC1 (centres undefined),-5%,11,1%,-2%,-7%,6,3%,i,1%,
CCCSC1=N/C(=C\c2ccsc2)C(=O)S1,-11%,1,·,26%,25%,7,-2%,i,12%,
COc1ccc(C(=O)C(CO)Oc2ccccc2OC)cc1OC (centres undefined),3%,3,10%,-5%,1%,9,7%,i,8%,
COC(=O)COc1ccc(S(=O)(=O)NCC2CCCO2)cc1Cl (centres undefined),-12%,8,14%,·,·,0,4%,i,10%,
COc1cc(C2C3C(=O)N(c4ccc(F)cc4)C(=O)C3ON2c2ccccc2)ccc1O (centres undefined),-6%,29,·,3%,-2%,2,8%,i,9%,
COc1ccc(-c2nc(C#N)c(N3CC(C)OC(C)C3)o2)cc1OC (centres undefined),-17%,7,6%,-12%,3%,0,5%,·,12%,
COc1ccc(CNC(=O)C2CCN(S(=O)(=O)c3c(C)n[nH]c3C)CC2)cc1,-3%,0,·,-13%,3%,8,-1%,i,19%,
COc1ccc(C(=O)Nc2nc(-c3cccs3)cs2)cc1,0%,0,·,35%,38%,14,2%,i,0%,
NC(=O)c1ccc(C2SCC(=O)N2Cc2ccccc2)cc1 (centres undefined),-7%,0,0%,-1%,2%,16,0%,i,6%,
Cc1ccc(C)c(N(C(=O)CCC(=O)Nc2cc(C)on2)C(C(=O)NC2CCCC2)c2ccco2)c1 (centres undefined),-5%,1,·,7%,20%,17,8%,i,12%,
CCOC(=O)Cn1cnc2c(nnn2-c2ccc(OC)cc2)c1=O,-1%,0,·,-5%,0%,7,22%,i,1%,
CC(C)Cc1cc(C(=O)N2CCN(c3ccc(F)cc3)CC2)no1,-1%,13,2%,-11%,-2%,11,-4%,i,5%,
CC(C)(C)OC(=O)N1CCCC1C(=O)N1CCc2ccccc21 (centres undefined),4%,0,4%,9%,-4%,14,6%,i,16%,Spn PMK inh pilot replicates=3.5;Spn MK inh pilot replicates=0.0;Spn DPM-DC inh pilot screen %=0.0
COc1ccc(-c2nn(-c3ccccc3)cc2CO)cc1OC,7%,11,-8%,-4%,-3%,3,3%,i,11%,
CCN(CC(=O)Nc1ccccc1OC)C(=O)C1CC2C=CC1C2 (centres undefined),-1%,0,1%,-2%,2%,10,9%,i,3%,
O=C1OCCC1Sc1nc2ccccc2n1-c1ccccc1 (centres undefined),1%,0,·,-8%,-6%,20,-1%,i,6%,
O=C(CN1CCN(Cc2ccc3c(c2)OCO3)CC1)N1CCc2[nH]c3ccc(F)cc3c2C1,-7%,2,-5%,11%,17%,0,-1%,i,2%,Spn PMK inh pilot replicates=0.5;Spn MK inh pilot replicates=2.5;Spn DPM-DC inh pilot screen %=4.5
CCCCNC(=O)C1C2C=CC3(CN(Cc4ccccc4Cl)C(=O)C13)O2 (centres undefined),-1%,8,14%,-6%,2%,0,-8%,i,-3%,
CCc1cc2c(=O)[nH]cnc2s1,-4%,4,1%,3%,8%,2,-2%,i,12%,

# Compound activity (PubChem BioAssay)
